ARFGAP1 inhibitor: inhibitors of rat ARFGAP1; 360,000 tested, 0.26% active; inhibition, % at 16.5 µM; Q62848; AID 651572; Arfgap1-stimulated ARF1 GTP hydrolysis, GDP FP detection;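 active means inhibition above a per-plate limit, mean inhibition of low control wells plus 3 SD, cut at about 25% in these data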;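 further: 0% = DMSO wells with enzyme and 100% = wells lacking Arfgap1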
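Material – truncated rat Arfgap1 GAP domain · Buffer or medium – HEPES-based buffer, pH 7.5 · Reagent – human ARF1(Δ1-17)-GTP substrate · Dosing – 16.5 µM single point, 1.26% DMSO · Schedule – GTP hydrolysis reaction 2 h at 25 °C · Technique – GDP detection by fluorescence polarization · Benchmarks – No-Arfgap1 wells (100%) versus DMSO full-reaction wells (0%) · Repeats – single replicate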
proKLK7 act: activates the human kallikrein-7 zymogen; P49862; purified proKLK7, EDANS-DABCYL substrate fluorescence; 100% is mature enzyme control, 0% vehicle; activation, % at 7 µM; 370,000 tested, 0.9% active; AID 652039;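 active means activation above the mean of all tested compounds plus 3 SD, computed per campaign excluding outliers beyond control limits, cut at about 13% in these data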
Target sequence (P49862 whole entry, looked up): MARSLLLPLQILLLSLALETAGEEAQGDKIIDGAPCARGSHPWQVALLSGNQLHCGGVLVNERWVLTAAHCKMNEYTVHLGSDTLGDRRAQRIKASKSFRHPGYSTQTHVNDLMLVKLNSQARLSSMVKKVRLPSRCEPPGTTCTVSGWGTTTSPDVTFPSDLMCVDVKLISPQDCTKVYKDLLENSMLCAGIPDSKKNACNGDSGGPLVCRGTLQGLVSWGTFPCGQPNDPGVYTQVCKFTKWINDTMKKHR
ASAP1 GAP inh: ASAP1 ArfGAP inhibition. ASAP1-stimulated ARF1 GTP hydrolysis, GDP FP detection. inhibition, % at 16.5 µM. 360,000 tested, 0.19% active; in the data active means inhibition above about 25%;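 further: 0% = vehicle with enzyme and substrate and 100% = no enzyme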
PLCg1 inh: inhibitors of human phospholipase C gamma1 | purified PLC-gamma1, fluorogenic substrate, fluorescence | inhibition, % at 12.2 µM | 370,000 tested, 0.84% active | AID 720700; in the data active means inhibition above about 9.5%
DDE Tn6 FP inh: DD(E)-Tn6 binding inhibition, primary FP screen; Fibrin DD(E) TRITC-Tn6 fluorescence polarization displacement; 370,000 tested, 0.21% active; AID 720509; P02675; inhibition, % at 8.3 µM;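 active means inhibition above a per-campaign cutoff: mean of compounds within control limits plus 3 SD, cut at about 15% in these data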;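 further: 0% = median of all compound wells on the plate and 100% = blocking peptide control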
ADAM17 inh: inhibitors of human ADAM17; recombinant ADAM17, EDANS/DABCYL FRET peptide cleavage; inhibition, % at 6.95 µM; 370,000 tested, 0.83% active; AID 720648;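 active means inhibition above the mean of compounds lying between control limits plus 3 SD, set per campaign, cut at about 8.5% in these data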;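 further: 0% = DMSO-only wells as the low control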
Target sequence (P78536 215-824 limits assumed): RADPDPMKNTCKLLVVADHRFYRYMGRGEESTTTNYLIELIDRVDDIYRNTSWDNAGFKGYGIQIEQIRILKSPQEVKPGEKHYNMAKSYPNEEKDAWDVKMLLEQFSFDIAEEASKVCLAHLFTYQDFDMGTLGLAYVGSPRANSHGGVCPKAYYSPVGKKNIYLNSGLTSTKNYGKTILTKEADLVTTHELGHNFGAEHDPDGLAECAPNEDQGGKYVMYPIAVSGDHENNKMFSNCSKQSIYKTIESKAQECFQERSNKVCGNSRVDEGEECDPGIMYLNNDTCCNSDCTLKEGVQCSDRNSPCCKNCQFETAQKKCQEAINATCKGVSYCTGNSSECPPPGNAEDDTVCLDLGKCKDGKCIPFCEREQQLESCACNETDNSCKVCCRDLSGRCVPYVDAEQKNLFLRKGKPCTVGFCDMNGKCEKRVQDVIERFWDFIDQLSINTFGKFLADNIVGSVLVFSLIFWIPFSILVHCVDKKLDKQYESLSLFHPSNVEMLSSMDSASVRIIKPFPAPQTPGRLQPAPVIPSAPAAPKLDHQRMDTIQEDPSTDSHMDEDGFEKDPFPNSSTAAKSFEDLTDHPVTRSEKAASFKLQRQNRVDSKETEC
TDP2 inh: TDP2 (human) inhibition, absorbance primary screen; AID 720702; O95551; recombinant TDP2, T5PNP hydrolysis, p-nitrophenol absorbance 415 nm; inhibition, % at 12.8 µM; 370,000 tested, 0.34% active;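 active means inhibition above the mean of all tested compounds plus 3 SD, set per campaign, cut at about 25% in these data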;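 further: 0% = DMSO with enzyme and 100% = buffer with substrate but no TDP2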
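Read-out basis: percent inhibition. System: recombinant human TDP2. Buffer or medium: Mg2+-containing Tris-HCl buffer, pH 7.5. Repeats: single replicate. Timing: reaction 2 h, 37 °C. Benchmarks: high control without enzyme, low control DMSO plus TDP2. Probe or stimulus: 5 mM T5PNP. Doses: 12.8 µM only. Measured by: epi absorbance of p-nitrophenol freed from T5PNP by hydrolysis.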
Tn7 DDE FP: DD(E)-Tn7 binding inhibition, primary FP screen | P02675 | FP displacement of FITC-Tn7 peptide from fibrin DD(E); 0% = median of compound wells per plate | inhibition, % at 8.3 µM | 370,000 tested, 0.13% active | AID 720508;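 active means inhibition above the mean of compounds falling within the control limits plus 3 SD of them, cut at about 14% in these data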;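 further: 0% = plate median of compound wells and 100% = 10 µM Aha-Tn7 peptide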
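Assay system: human fibrin DD(E) protein / Input: 2 µM fibrin DD(E) / Benchmarks: high control of 10 µM Aha-Tn7 peptide / Measured by: fluorescence polarization of the labelled Tn7 tracer / Medium: Tris buffer with calcium and detergent, pH 7.8 / Timing: 10 min compound pre-incubation, 3 h probe incubation at room temperature / Repeats: one replicate per compound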
LEDGF integ inh: blocks HIV-1 LEDGF/p75-dependent DNA integration; TR-FRET IN-LEDGF/p75 DNA integration, Eu/Cy5; inhibition, % at 3.7 µM; 370,000 tested, 0.64% active; AID 743269;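 active means inhibition above the screen-wide mean plus 3 SD, cut at about 13% in these data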;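 further: signal is the Cy5 over europium emission ratio at 671 and 618 nm; 0% = plate median of compound wells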
ADAM10 inh: inhibits human ADAM10; AID 720582; inhibition, % at 7 µM; O14672; 370,000 tested, 0.62% active; recombinant ADAM10, EDANS/DABCYL FRET peptide cleavage, 3 h;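 active means inhibition above a per-campaign cutoff equal to the mean of compounds falling between control-based bounds plus 3 SD, cut at about 20% in these data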;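 further: 0% = DMSO wells while the 100% control is not disclosed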
Starred values were filed as active, the others as inactive.

SMILES	ARFGAP1 inhibitor	proKLK7 act	ASAP1 GAP inh	PLCg1 inh	DDE Tn6 FP inh	ADAM17 inh	TDP2 inh	Tn7 DDE FP	LEDGF integ inh	ADAM10 inh
COc1cccc(NS(=O)(=O)c2ccc3c(c2)n(C)c(=O)c(=O)n3C)c1	-7	0.0	14	5	5	3	-1	1	-3	5
CCOc1ccc(N(CC(=O)Nc2ccc(OC)cc2)C2=NC3CS(=O)(=O)CC3S2)cc1 (configuration not stated)	3	1.1	5	3	12	1	1	-5	6	-3
CCCc1cc(=O)[nH]c(SCC(=O)c2cc(C)n(C3CC3)c2C)n1	-4	1.2	12	-2	-8	-2	-3	0	3	2
C=CCN1C(=O)S/C(=C/c2ccsc2)C1=O	5	-0.7	5	4	1	3	19	1	1	7
COC(=O)C1CCN(C(=O)COC(=O)C2CCN(S(=O)(=O)c3c(Cl)cccc3Cl)CC2)CC1	-10	0.3	4	0	-2	-3	-6	2	0	-4
Cn1c(CC(=O)Nc2ccccc2)nnc1SCC(=O)Nc1ccc(N2CCOCC2)cc1	-16	0.1	-1	0	-3	-1	7	-6	2	-8
CCOc1ccc(C2c3[nH]c4ccccc4c3CCN2Cc2cccn2-c2ncccn2)cc1 (configuration not stated)	3	2.0	-3	-24	1	-6	6	0	0	-19
CCOC(=O)c1c(C)oc2c(F)c(F)c(F)c(F)c2c1=O	-9	0.7	-1	-95	2	-2	5	1	0	2
CC(=O)Nc1cccc(S(C)(=O)=O)c1	-8	0.5	-4	-2	3	-5	4	-2	-2	-1
Cc1ncc([N+](=O)[O-])n1CC(=O)NC1CCCCCC1	6	0.3	16	0	2	-4	1	7	-5	-8
CCN(C(=O)CSc1nc2cc(C(=O)O)ccc2c(=O)n1Cc1ccccc1)c1ccccc1	-5	0.0	16	3	5	-2	4	-5	4	-2
O=C(NC1CCN(C(=O)Nc2ccccc2)CC1)C1CCCCC1	-1	-0.1	-4	-1	5	-1	9	-1	3	1
CCN(CC)CCN(Cc1cc2ccc(C)cc2[nH]c1=O)C(=S)Nc1ccccc1C(=O)OC	7	0.2	9	7	-4	-7	-13	2	-4	-18
Cn1c(SCC(=O)Nc2ccc(F)cc2F)nnc1-c1cccnc1	6	0.2	19	-4	9	2	5	1	-2	-7
Oc1ccccc1/C=N/Nc1cc(N2CCCC2)nc(N2CCCC2)n1	8	-0.9	3	-47	-6	-13	-5	2	-3	-18
CC(C)CC(=O)NC(=S)N1CCN(c2ccc([N+](=O)[O-])cc2Cl)CC1	-4	0.2	10	-1	6	-1	-1	1	-1	3
COc1cc(OC)cc(C(=O)NCc2cccnc2)c1	-8	-0.2	5	1	1	-1	1	5	0	3
O=C(NCC(c1ccccc1Cl)N1CCCC1)c1ccc(N2CCCC2=O)cc1 (configuration not stated)	-6	0.4	-2	0	-1	-4	-4	-4	7	-3
COc1cc(OC)cc(-c2c(-c3ccc(F)cc3)c3cc(-c4ccc(SC)cc4)ccc3n2C)c1	-2	-0.3	5	-6	1	1	3	-2	1	-2
CCC(=O)N(Cc1cc2ccccc2[nH]c1=O)C(C)C	6	0.3	-8	1	8	-4	8	-2	-1	-8
CCOc1ccccc1CNS(=O)(=O)c1ccc2c(c1)oc(=O)n2C	1	0.6	9	-1	4	3	-5	6	-1	-3
Cc1ccccc1OCC1CNC(=O)O1 (configuration not stated)	3	-0.2	7	2	-3	-1	-8	-6	1	1
CCC(NC(=O)CCc1c(C)c2cc3c4c(oc3cc2oc1=O)CCCC4)C(=O)O (configuration not stated)	6	-3.9	-9	-283	-2	-78	-3	6	-3	-162
CCCn1nnc(NC(=O)c2ccccc2Br)n1	-3	0.3	3	6	6	1	-10	3	0	9
Cc1ccc(-c2ccc(/C=N/NC(=O)CN3CCOCC3)o2)cc1[N+](=O)[O-]	7	0.4	17	-3	-3	1	19	-3	2	5
The list goes on:
SMILES	ARFGAP1 inhibitor	proKLK7 act	ASAP1 GAP inh	PLCg1 inh	DDE Tn6 FP inh	ADAM17 inh	TDP2 inh	Tn7 DDE FP	LEDGF integ inh	ADAM10 inh
O=C(COC(=O)c1cccc(Cl)c1Cl)NC1CCCCCC1	-1	0.1	-2	0	1	-1	2	-3	7	5
CCC(=O)c1ccc(OCC(=O)OCC(=O)Nc2ccc3c(c2)OCCO3)cc1	4	-0.1	-3	-4	-1	-2	-3	0	1	0
N=C1C(c2nc3ccccc3s2)=C(O)CN1NC(=O)c1ccc([N+](=O)[O-])cc1	1	-0.1	-3	-11	1	-5	3	3	-1	-9
Cc1sc2ncnc(NCCCO)c2c1C	3	-0.1	-5	-4	1	-3	2	2	-7	-20
CCOc1cc(/C=C2\SC(=O)N=C2N)ccc1O	9	1.4	0	-21	-6	7	4	-2	-2	1
COC(=O)[C@@]12C[C@@H](CC(=O)NCC34CC5CC(CC(C5)C3)C4)C(=O)N(CCc3ccc(OC)c(OC)c3)C1=CCC(C)(C)C2	1	-0.8	6	2	-2	7	-12	8	-2	10
OC(COc1ccccc1)CN1CCC(Cc2ccccc2)CC1 (configuration not stated)	2	0.1	-8	0	-6	-1	-6	-2	-3	8
Cc1ccc2[nH]c(-c3cccc(N)c3)cc2c1	10	-0.4	12	-25	-4	-6	-2	-4	0	-3
Cc1ccc(S(=O)(=O)N2CCC(=O)N([C@H](COCc3cccc(Cl)c3)C(C)C)CC2)cc1	1	0.5	4	-1	-1	-3	4	-3	-4	-2
COc1ccccc1/C=C/C=N\N1CCN(Cc2ccccc2Cl)CC1	7	-3.2	-3	-5	-3	-5	-3	3	2	-29
CCc1noc(C)c1C(=O)NNC(=O)c1cc(OC)c(OC)c(OC)c1	-2	-0.1	3	3	7	4	-12	3	2	5
CCn1cc(/C=C(\NC(=O)c2ccccc2Cl)C(=O)N2CCOCC2)c2ccccc21	4	-0.1	-5	-3	-5	0	6	1	-2	-8
Cc1cccc(NC(=O)Cn2c(=O)n(CCC(=O)NC3CCCC3)c(=O)c3ccccc32)c1	-8	-0.5	4	-1	0	-2	6	0	1	3
OCCC1CN(Cc2cccc3nccnc23)CCN1C1CCCC1 (configuration not stated)	5	0.1	3	4	5	-1	-21	-5	4	9

Compounds listed so far with two or more sulfur atoms (two):
SMILES	ARFGAP1 inhibitor	proKLK7 act	ASAP1 GAP inh	PLCg1 inh	DDE Tn6 FP inh	ADAM17 inh	TDP2 inh	Tn7 DDE FP	LEDGF integ inh	ADAM10 inh
CCOc1ccc(N(CC(=O)Nc2ccc(OC)cc2)C2=NC3CS(=O)(=O)CC3S2)cc1 (configuration not stated)	3	1.1	5	3	12	1	1	-5	6	-3
C=CCN1C(=O)S/C(=C/c2ccsc2)C1=O	5	-0.7	5	4	1	3	19	1	1	7

10 of these compounds, set out differently.
The line under a structure holds: ARFGAP1 inhibitor	proKLK7 act	ASAP1 GAP inh	PLCg1 inh	DDE Tn6 FP inh	ADAM17 inh	TDP2 inh	Tn7 DDE FP	LEDGF integ inh	ADAM10 inh
CCC(=O)c1ccc(OCC(=O)OCC(=O)Nc2ccc3c(c2)OCCO3)cc1
    4	-0.1	-3	-4	-1	-2	-3	0	1	0
N=C1C(c2nc3ccccc3s2)=C(O)CN1NC(=O)c1ccc([N+](=O)[O-])cc1
    1	-0.1	-3	-11	1	-5	3	3	-1	-9
Cc1sc2ncnc(NCCCO)c2c1C
    3	-0.1	-5	-4	1	-3	2	2	-7	-20
CCOc1cc(/C=C2\SC(=O)N=C2N)ccc1O
    9	1.4	0	-21	-6	7	4	-2	-2	1
COC(=O)[C@@]12C[C@@H](CC(=O)NCC34CC5CC(CC(C5)C3)C4)C(=O)N(CCc3ccc(OC)c(OC)c3)C1=CCC(C)(C)C2
    1	-0.8	6	2	-2	7	-12	8	-2	10
OC(COc1ccccc1)CN1CCC(Cc2ccccc2)CC1 (configuration not stated)
    2	0.1	-8	0	-6	-1	-6	-2	-3	8
Cc1ccc2[nH]c(-c3cccc(N)c3)cc2c1
    10	-0.4	12	-25	-4	-6	-2	-4	0	-3
Cc1ccc(S(=O)(=O)N2CCC(=O)N([C@H](COCc3cccc(Cl)c3)C(C)C)CC2)cc1
    1	0.5	4	-1	-1	-3	4	-3	-4	-2
COc1ccccc1/C=C/C=N\N1CCN(Cc2ccccc2Cl)CC1
    7	-3.2	-3	-5	-3	-5	-3	3	2	-29
CCc1noc(C)c1C(=O)NNC(=O)c1cc(OC)c(OC)c(OC)c1
    -2	-0.1	3	3	7	4	-12	3	2	5
